TAG inh – reduces triacylglycerol accumulation in H9c2 cells; Nile Red lipid (TAG) fluorescence; cells loaded with 200 µM oleic acid; inhibition, % at 12.5 µM; actives 0.66% (n = 230,000);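 active means pattern-corrected inhibition of lipid staining of at least 50% with the nuclear-stain viability signal not falling by more than 50%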;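 further: 0% = DMSO wells and 100% = triacsin C control wells; some results filed as inactive read as strong as hits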
TAG inh DAPI viability – second read-out of TAG inh, no call of its own (marks repeat the call); DAPI nuclei signal change (viability), lower = more cytotoxic, %;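 whole-well DAPI fluorescence read on a plate reader as a viability signal; minus 50 percent equals half of cells still viable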
* hit, by the source's call. Some of the compounds tested (hit frequency here may not be typical).

Each structure is followed by: TAG inh | TAG inh DAPI viability
1	O=C(Cc1cccs1)Nc1nnc(SCc2ccc(F)cc2)s1
  -7 | 4
2	COc1ccc(C(=O)NCC(C)(C)CNC(=O)c2ccc(OC)c(OC)c2)cc1OC
  11 | 0
3	CC12CCC(C(=O)NCc3ccc4c(c3)OCO4)(CC1=O)C2(C)C (stereo not given)
  0 | 0
4	OCCOCCNc1ncnc2c1cnn2-c1ccc(Cl)cc1
  2 | -10
5	COc1ccc(CN(C)C(=O)Cn2cnc3c(OCc4ccccc4)ncnc32)cc1OC
  -2 | 2
6	COc1cccc2c3cccc(OC)c3c3[nH]cnc3c12
  -1 | 20
7	CCOC(=O)[C@H]1[C@H]2COc3ccc(C)cc3[C@@H]2N2C(=O)CN(Cc3ccc(C)cc3)C(=O)[C@@]12C
  21 | -12
8	Cc1ccc(COC(=O)CN2C(=O)NC3(CCCC3)C2=O)cc1
  -4 | -4
9	COc1ccc(-c2nc(C)sc2CC(=O)O)cc1
  9 | -7
10	N#Cc1nccc2ccc(OCc3ccc(Br)cc3)cc12
  13 | 15
11	CN(CC(=O)Nc1c(Cl)cccc1Cl)C(=O)c1n[nH]c2ccccc12
  10 | 1
12	CC(Sc1nnnn1C)C(=O)Nc1ccccc1 (stereo not given)
  -4 | 15
13	O=C(O)c1ccc(Br)cn1
  -4 | 5
14	COc1cc(C)c(C(C)C)cc1S(=O)(=O)N1CCOCC1
  -22 | 2
15	COCCCNC(=O)CCCn1c(=O)c2ccccc2n(CC(=O)Nc2c(C)cccc2C)c1=O
  -4 | 0
16	COc1ccc(S(=O)(=O)Cc2ccc(C(=O)N3CCOCC3)o2)cc1
  -13 | 10
17	COc1cc(/C=C2\SC(=O)NC2=O)ccc1Oc1ccc([N+](=O)[O-])cn1
  7 | -10
18	CC(C)Sc1nc2c(c(=O)n1C)SC(C)C2 (stereo not given)
  -6 | -9
19	Cc1ccc(C(=O)N2CCN(S(=O)(=O)c3ccc(C(C)C)cc3)CC2)s1
  -40 | 8
20	CCOC(=O)C[C@H]1c2cc(F)ccc2S(=O)(=O)N1C(C)C
  12 | -9

Laid out differently: three of the compounds above.
12. CC(Sc1nnnn1C)C(=O)Nc1ccccc1 (stereo not given)
13. O=C(O)c1ccc(Br)cn1
14. COc1cc(C)c(C(C)C)cc1S(=O)(=O)N1CCOCC1

assay / compound	12	13	14
TAG inh	-4	-4	-22
TAG inh DAPI viability	15	5	2

Further structures follow.
Each structure is followed by: TAG inh | TAG inh DAPI viability
21	c1ccc(CN2CCN(c3nc(N4CCOCC4)c4ccccc4n3)CC2)cc1
  49 | 29
22	CC(=O)c1cccc(OC(=O)c2cc(S(=O)(=O)N3CCOCC3)ccc2N2CCCC2)c1
  -15 | 3
23	O=C(/C=C/Nc1ccccc1OC(F)(F)F)C(F)(F)F
  9 | -9
24	COc1ccc([C@@H]2[C@@H]3C(=O)N(C(C)(C)C)C(=O)[C@@H]3[C@]3(CC(C)C)C(=O)N(c4ccc(C(F)(F)F)cc4)C(=O)N23)cc1
  44 | 4
25	CCOC(=O)Nc1ccc(N2CCOCC2)c(S(=O)(=O)Nc2ccc(Cl)cc2)c1
  -9 | -12
26	CC[C@@]12C(=O)N(c3cccc(F)c3)C(=O)N1[C@H](c1ccc(F)cc1)[C@@H]1C(=O)N(C3CCCCC3)C(=O)[C@@H]12
  5 | 1
27	CCCCN(C(=O)c1cccc(S(=O)(=O)N2CC(C)OC(C)C2)c1)c1c(N)n(CCCC)c(=O)[nH]c1=O (stereo not given)
  0 | -1
28	O=C(c1cccc(Cl)c1)N1CCn2c1nc1ccccc12
  -8 | 4
29	O=C(NC(NC1CCS(=O)(=O)C1)C(Cl)(Cl)Cl)c1ccc(Br)cc1 (stereo not given)
  4 | 27
30	CCSc1nnc(NC(=O)C(C)(C)C)s1
  0 | -5
31	COc1ccc(NC(=O)C2CC(c3c(F)cccc3Cl)=NO2)cc1 (stereo not given)
  -19 | -6
32	COc1ccccc1NS(=O)(=O)c1cc(NC(=O)/C=C/c2cccs2)ccc1N1CCOCC1
  54* | -43*
33	CC1CCc2c(sc(NC(=O)C3c4ccccc4Oc4ccccc43)c2C(N)=O)C1 (stereo not given)
  -22 | 6
34	Cc1ccc(S(=O)(=O)Nc2cccc(C(=O)NCCCn3ccnc3)c2)cc1F
  7 | -4
35	O=C(CC(C(=O)O)c1ccccc1)c1cccs1 (stereo not given)
  3 | -14
36	Cc1ccc(C(=O)Nc2ccc3c(c2)OCO3)cc1S(=O)(=O)N1CCOCC1
  17 | -2
37	COc1ccc(CNC(=O)c2cc3c(s2)CS(=O)C3)cc1 (stereo not given)
  2 | 5
38	C[C@]12c3[nH]c4cc(-c5ccco5)ccc4c3CCN1C(=O)[C@@H](CC(=O)NCC13CC4CC(CC(C4)C1)C3)C[C@@H]2C(=O)N1CCOCC1
  34 | 3
39	O=C(NCCc1ccccn1)C1CCN(S(=O)(=O)c2ccc(Cl)cc2)CC1
  -5 | -2
40	COC(=O)c1cc(CSc2nc3ccccc3[nH]2)oc1C
  -16 | -4

Exported in transposed form: 18 of the compounds above
#23 O=C(/C=C/Nc1ccccc1OC(F)(F)F)C(F)(F)F
#24 COc1ccc([C@@H]2[C@@H]3C(=O)N(C(C)(C)C)C(=O)[C@@H]3[C@]3(CC(C)C)C(=O)N(c4ccc(C(F)(F)F)cc4)C(=O)N23)cc1
#25 CCOC(=O)Nc1ccc(N2CCOCC2)c(S(=O)(=O)Nc2ccc(Cl)cc2)c1
#26 CC[C@@]12C(=O)N(c3cccc(F)c3)C(=O)N1[C@H](c1ccc(F)cc1)[C@@H]1C(=O)N(C3CCCCC3)C(=O)[C@@H]12
#27 CCCCN(C(=O)c1cccc(S(=O)(=O)N2CC(C)OC(C)C2)c1)c1c(N)n(CCCC)c(=O)[nH]c1=O (stereo not given)
#28 O=C(c1cccc(Cl)c1)N1CCn2c1nc1ccccc12
#29 O=C(NC(NC1CCS(=O)(=O)C1)C(Cl)(Cl)Cl)c1ccc(Br)cc1 (stereo not given)

| assay / entry | 23 | 24 | 25 | 26 | 27 | 28 | 29 |
| --- | --- | --- | --- | --- | --- | --- | --- |
| TAG inh | 9 | 44 | -9 | 5 | 0 | -8 | 4 |
| TAG inh DAPI viability | -9 | 4 | -12 | 1 | -1 | 4 | 27 |

#30 CCSc1nnc(NC(=O)C(C)(C)C)s1
#31 COc1ccc(NC(=O)C2CC(c3c(F)cccc3Cl)=NO2)cc1 (stereo not given)
#32 COc1ccccc1NS(=O)(=O)c1cc(NC(=O)/C=C/c2cccs2)ccc1N1CCOCC1
#33 CC1CCc2c(sc(NC(=O)C3c4ccccc4Oc4ccccc43)c2C(N)=O)C1 (stereo not given)
#34 Cc1ccc(S(=O)(=O)Nc2cccc(C(=O)NCCCn3ccnc3)c2)cc1F
#35 O=C(CC(C(=O)O)c1ccccc1)c1cccs1 (stereo not given)
#36 Cc1ccc(C(=O)Nc2ccc3c(c2)OCO3)cc1S(=O)(=O)N1CCOCC1

| assay / entry | 30 | 31 | 32 | 33 | 34 | 35 | 36 |
| --- | --- | --- | --- | --- | --- | --- | --- |
| TAG inh | 0 | -19 | 54* | -22 | 7 | 3 | 17 |
| TAG inh DAPI viability | -5 | -6 | -43* | 6 | -4 | -14 | -2 |

#37 COc1ccc(CNC(=O)c2cc3c(s2)CS(=O)C3)cc1 (stereo not given)
#38 C[C@]12c3[nH]c4cc(-c5ccco5)ccc4c3CCN1C(=O)[C@@H](CC(=O)NCC13CC4CC(CC(C4)C1)C3)C[C@@H]2C(=O)N1CCOCC1
#39 O=C(NCCc1ccccn1)C1CCN(S(=O)(=O)c2ccc(Cl)cc2)CC1
#40 COC(=O)c1cc(CSc2nc3ccccc3[nH]2)oc1C

| assay / entry | 37 | 38 | 39 | 40 |
| --- | --- | --- | --- | --- |
| TAG inh | 2 | 34 | -5 | -16 |
| TAG inh DAPI viability | 5 | 3 | -2 | -4 |

(listing goes on)
Each structure is followed by: TAG inh | TAG inh DAPI viability
41	CCn1c(CCc2ccccc2)n[nH]c1=S
  0 | -2
42	Cc1ccc(S(=O)(=O)N(C)CC(=O)OCc2nnc(-c3ccccc3)o2)cc1
  -37 | 1
43	CCc1cc(C(=O)Cc2nc3ccccc3s2)c(O)cc1OCC(=O)O
  -10 | 7
44	Cc1ccc2c(c1)C1CN(C)CCC1N2C(=S)NC(=O)c1ccc(Br)cc1 (stereo not given)
  6 | 12
45	COC(=O)C1=C[C@@H](C(=O)OC)[C@@H]2C3=C(C(=O)[C@@]2(C)NC(=O)c2ccccc2)[C@H](C)n2c(=O)n(C)c(=O)n2[C@@H]3C1
  -17 | 2
46	CCCc1nnc(SCC(=O)N2CCCCC2)n1CC1CCCO1 (stereo not given)
  -7 | 6
47	Cc1ccc(-c2nn(CC(=O)O)c(=O)c3ccccc23)cc1
  1 | 13
48	CN1C2CCC1CC(OC(=O)c1c[nH]c3ccccc13)C2 (stereo not given)
  8 | -6
49	NS(=O)(=O)c1cc2c(cc1Cl)NCNS2(=O)=O
  5 | 2
50	Cc1cccc(C(=O)NCC(=O)N2CCN(S(=O)(=O)c3ccccc3)CC2)c1
  3 | 0
51	Cc1cc(NC(=O)C2COc3ccccc3O2)no1 (stereo not given)
  3 | 6
52	CN1CCN(C(=S)c2cn(Cc3cccc(F)c3)c3ccccc23)CC1
  -17 | 7
53	Cc1[nH]c2ccccc2c1C(=O)COC(=O)c1ccccc1O
  7 | 1
54	Cc1cc(C(F)(F)F)n2ncc(-c3ccccc3)c2n1
  10 | 3
55	Cc1ccccc1-c1nnc(SCC(=O)c2c(N)n(C3CC3)c(=O)[nH]c2=O)o1
  7 | -1
56	O=C(Nc1ncccn1)C1CCCCC1
  -6 | 7
57	CCOC(=O)N1CCN(c2ccc(S(=O)(=O)N3CCC(C)CC3)cc2[N+](=O)[O-])CC1
  -5 | 5
58	O=C(Nc1cc2c(cc1Cl)OCCO2)c1ccco1
  -2 | -2
59	CCN1CCCC1CN(Cc1cc2ccc(C)cc2[nH]c1=O)C(=S)Nc1ccc(F)cc1 (stereo not given)
  26 | 11
60	O=c1c(-c2ccccc2)cocc1-c1ccccc1
  16 | -6
61	CCOC(=O)N1CCC(NC(=O)Cc2cn(C)c3ccccc23)CC1
  -7 | 0
62	O=C(NN1C(=O)C2C(c3ccccc3)C=CC(c3ccccc3)C2C1=O)c1ccccc1 (stereo not given)
  2 | -6
63	CC(C)NCC(O)COc1cccc2ccccc12 (stereo not given)
  -9 | -8
64	Cc1c(NC(=O)CN2C(=O)NC(C)(c3ccccc3)C2=O)c(=O)n(-c2ccccc2)n1C (stereo not given)
  2 | 12
65	CCOC(=O)c1cccc(N/C=C/C(=O)c2ccc(OC)c(OC)c2)c1
  26 | 0
66	Nc1ccc(Br)c[n+]1Cc1cccc2cccnc12
  -1 | -6
67	Cc1ccc(/C=C(\NC(=O)c2ccccc2)C(=O)NC2CCN(Cc3ccccc3)CC2)o1
  -1 | 6
68	O=C(/C=C/c1ccco1)NCC(=O)N/N=C/c1ccc([N+](=O)[O-])cc1
  0 | -5
69	CCOC(=O)[C@H]1[C@H]2COc3ccc(C)cc3[C@@H]2N2C(=O)CN(Cc3ccco3)C(=O)[C@@]12C
  -5 | 3
70	CCOC(=O)C1CCCN(C(=O)COC(=O)c2cccs2)C1 (stereo not given)
  -5 | 2
71	COCCCNC(=O)CN1C(=O)CSc2ncccc21
  0 | -4
72	Cc1nc2ccccc2nc1OCc1cccc(Cl)c1
  -18 | 4
73	O=C(O)c1ccc(-c2nc(-c3ccccc3)cs2)cc1
  4 | -6
74	COc1ccc(CCNC(=O)C2CCN(c3ccc(N4CCOCC4)nn3)CC2)c(OC)c1
  2 | 2
75	CCOc1cc(S(=O)(=O)Nc2ccccn2)ccc1F
  4 | -4
76	CCN(CC)C(=O)C1=C(C)N(Cc2ccc(F)cc2)C(=O)C(CC(=O)NCCCN(C)C)C1 (stereo not given)
  -9 | -6
77	OC1CCN(c2c3c(nc4cc(-c5ccc(F)cc5)nn24)CCC3)CC1
  6 | 9
78	FC(F)(F)c1cnc(N2CCSCC2)c(Cl)c1
  -5 | 5
79	Cc1cc(C)cc(C(=O)NC(CC(N)=O)c2ccc(NC3CCCCCC3)c([N+](=O)[O-])c2)c1 (stereo not given)
  -7 | -3
80	O=C(CN1CCN(Cc2ccc(F)cc2)CC1)Nc1nc2ccccc2s1
  -3 | 3
81	Cc1ccc(S(=O)(=O)Nc2cc(Cl)c(O)c3ncccc23)cc1
  -6 | 1
82	C=CCn1c(SCC(=O)NCC2CCCO2)nnc1-c1ccncc1 (stereo not given)
  -13 | -2
83	CC1CCC2(CC1)NC(=O)N(NC(=O)c1cccc(N(C)C)c1)C2=O (stereo not given)
  -3 | 3
84	O=C(O)C(Cc1ccccc1)NC(=O)C(Cc1ccccc1)NC(=O)C12CC3CC(CC(C3)C1)C2 (stereo not given)
  0 | -4
85	COc1cc(NCCCn2cnc(C(=O)Nc3ccc(C)c(C)c3)n2)cc(OC)c1OC
  6 | 1
86	O=S(=O)(Cc1c(F)cccc1Cl)c1ncn[nH]1
  -14 | 7
87	COc1c2ccccc2c(OC)c2ccccc12
  -7 | 56
88	COc1ccc2c(c1)CC=C1C2CCC2(C)C(=O)C(=NO)CC12 (stereo not given)
  12 | -3
89	Cc1ccc(C(=O)NNC2=Nc3cc([N+](=O)[O-])ccc3OC2)cc1
  8 | 1
90	Cc1onc(-c2ccccc2Cl)c1C(=O)NC(C)c1ccccc1 (stereo not given)
  -12 | 2
91	Cc1ccc([C@H]2C[C@@H](O)[C@H](n3cc(COC(=O)c4ccccc4)nn3)CN2C(=O)c2cccs2)cc1
  3 | 0
92	CCN1CCN(S(=O)(=O)c2ccc(Cl)c(C(=O)Nc3ccccc3N3CCCC3)c2)CC1
  5 | 5
93	O=C1c2cccc3c(O)ccc(c23)C(=O)N1Cc1ccccc1
  -39 | -1
94	CN(C(=O)C1CCCCC1)C1(C)CCS(=O)(=O)C1 (stereo not given)
  -29 | -6

Screening data from PubChem.
